GAA glycogen: alters human alpha-glucosidase cleavage of glycogen; recombinant GAA, glycogen substrate, Amplex Red glucose oxidase fluorescence; Potency, µM (doses to about 76.4 µM), without a hit: at the top dose activity change, negative = inhibition, usual class: inhibitors; 0.38% of 300,000 active; AID 2100;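 also: 0% = full enzyme reaction and -100% = no-enzyme basal signal; the screen sought inhibitors and activators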
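Natural-substrate format: glycogen cleavage by 4 nM human enzyme, glucose read by Amplex Red coupling (Ex 573, Em 610 nm). Normalized to enzyme and no-enzyme controls.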
GAA spleen mod: inhibitors or activators of human alpha-glucosidase in spleen homogenate. Potency, µM (highest dose often 79.9 µM), for the others: at the top dose activity change, negative = inhibition, most hits filed as inhibitors. human spleen homogenate, 4-MU-alpha-glucoside fluorescence. 0.006% of 240,000 active;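 also: 0% = enzyme with vehicle and -100% = no enzyme basal signal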
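Enzyme source: human spleen homogenate, 1 ug/well. Buffer 50 mM citric acid/K phosphate pH 5.0, 0.01% Tween-20. 4-MU-alpha-glucoside 1 mM; 37 C x 40 min; NaOH/glycine stop; fluorescence.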
ALDH1A1 block: blocks purified human ALDH1A1 activity. P00352. AID 1030. 7.3% of 220,000 active. Potency, µM (top dose mostly 75.3 µM), for inactives: at the highest dose activity, negative = inhibition, most hits filed as inhibitors. Purified ALDH1A1, NADH fluorescence, propionaldehyde substrate; active = well fitted inhibition curve with a large enough effect, not every such curve was filed as active; inconclusive = small, poorly fitted or top-dose-only effect, or another doubt; inactive = no such curve, though single readings can be large or run the other way;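 also: plate controls were no enzyme wells and a reference inhibitor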
aGal spleen mod: inhibitors or activators of human alpha-galactosidase in spleen homogenate | P06280 | 0.008% of 240,000 active | human spleen homogenate, 4MU-alpha-Gal fluorescence, 40 min | Potency, µM (top dose mostly 80 µM), for the others: top-dose activity change, negative = inhibition, actives largely listed as inhibitors;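 also: 0% = enzyme with vehicle and -100% = no enzyme basal signal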
Target sequence (P06280 32-429 limits assumed): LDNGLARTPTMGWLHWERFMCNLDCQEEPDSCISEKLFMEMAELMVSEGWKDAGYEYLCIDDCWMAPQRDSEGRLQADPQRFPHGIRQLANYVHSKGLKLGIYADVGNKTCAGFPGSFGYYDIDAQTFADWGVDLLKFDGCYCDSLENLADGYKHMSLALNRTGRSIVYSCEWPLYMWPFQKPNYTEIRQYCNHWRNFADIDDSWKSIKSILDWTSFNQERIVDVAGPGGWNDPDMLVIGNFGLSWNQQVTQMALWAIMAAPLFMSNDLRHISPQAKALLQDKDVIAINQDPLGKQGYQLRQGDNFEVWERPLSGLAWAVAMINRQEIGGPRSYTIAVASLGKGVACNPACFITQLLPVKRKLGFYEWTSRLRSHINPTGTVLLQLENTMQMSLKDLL
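Human spleen homogenate (1 ug) as enzyme source, 4-methylumbelliferyl-alpha-D-galactopyranoside 1 mM final, citrate/phosphate pH 5.0 with 0.01% Tween-20. Compounds 40 min at 37C, NaOH/glycine stop; fluorescence Ex 365/Em 440, Hill-fit AC50.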
GoLoco inh red: inhibitors of human Gai1-RGS12 GoLoco interaction (red fluorophore); Potency, µM (titrated, usually from 61.6 µM), inactives show at the top dose activity, negative = inhibition, hits mostly inhibitors; P63096; Gai1:RGS12 GoLoco peptide FP, rhodamine, 10 min; 0.44% of 230,000 active; AID 880; active = well fitted inhibition curve with a large enough effect, not every such curve was filed as active; inactive = no such curve, though single readings can be large or run the other way; also: % is scaled to controls: 0 for no effect and ±100 for the full control effect; nearly all actives have a fitted effect of over 30% in size; many of its hits are not listed in these tables
Target sequence (P63096 whole entry, looked up): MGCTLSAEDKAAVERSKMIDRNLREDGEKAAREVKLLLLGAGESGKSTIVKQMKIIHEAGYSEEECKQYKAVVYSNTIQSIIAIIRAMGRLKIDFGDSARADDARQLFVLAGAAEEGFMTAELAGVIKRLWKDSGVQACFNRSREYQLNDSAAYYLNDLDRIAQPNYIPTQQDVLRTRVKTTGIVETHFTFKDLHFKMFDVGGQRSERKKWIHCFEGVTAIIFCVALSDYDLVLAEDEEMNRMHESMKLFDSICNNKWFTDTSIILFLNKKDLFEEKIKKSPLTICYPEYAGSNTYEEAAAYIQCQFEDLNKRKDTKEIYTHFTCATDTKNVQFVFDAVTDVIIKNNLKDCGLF
JMJD2E inh: blocks human JMJD2E demethylase activity; B2RXH2; JMJD2E catalytic domain, FDH-coupled NADH fluorescence (FDH is formaldehyde dehydrogenase); Potency, µM (doses to about 57.1 µM), for the others: at the top dose activity change, negative = inhibition, actives largely listed as inhibitors; 1.6% of 230,000 active; AID 2147; active = well fitted inhibition curve with a large enough effect, not every such curve was filed as active; inconclusive = small, poorly fitted or top-dose-only effect, or another doubt; inactive = no such curve, though single readings can be large or run the other way;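 also: 0% = wells with enzyme and -100% = buffer wells without enzyme; nearly all actives have a fitted effect of over 50% in size; many of its hits are not listed in these tables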
GAA inh: alpha-glucosidase (human) inhibition | P10253 | purified human GAA, 4-MU-alpha-glucoside fluorescence | Potency, µM (titrated, usually from 76.9 µM), without a hit: top-dose activity change, negative = inhibition, most hits filed as inhibitors | 0.005% of 200,000 active | AID 1466;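 also: plate controls were uninhibited enzyme wells for no effect and no-enzyme background for full effect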
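Fluorogenic assay: 4 nM human alpha-glucosidase with 400 uM 4-methylumbelliferyl-alpha-D-pyranoside in 50 mM citrate/phosphate, 0.005% Tween-20, pH 5.0, 20 min at room temperature. Compounds tested up to 77 uM; AC50 from Hill fits.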
SMN2 splice enh: enhancers of SMN2 splice variant expression | HEK293 SMN2-luciferase splicing reporter, luminescence, 30-36 h | Potency, µM (titrated, usually from 46.1 µM), inactives show at the top dose activity change, positive = activation, actives largely listed as activators | 2.8% of 210,000 active | AID 1458; also: % of control where 0% means no effect; nearly all actives have a fitted effect of over 55% in size
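qHTS luciferase splicing reporter: luminescence rises when SMN2 exon 7 is included in transfected HEK293 cells. Compound exposure lasted 30-36 h at 37C, with 4.5 mM final sodium butyrate as control, followed by a ONE-Glo read.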
Starred values were filed as active, the others as inactive; ? = inconclusive; · = not tested or not shown; & = joins results of further samples; [ ] = another dose, or the depositor's remark. Unless noted, calls follow the shape of the dose curve; as a rule, active = well fitted curve in the direction sought with a large enough effect; inconclusive = small, poorly fitted or top-dose-only effect, or another doubt; inactive = no such curve, though single readings can be large; an effect the other way counts as inactive or inconclusive. Potency is read from the fitted curve at half-maximal effect.

SMILES	GAA glycogen	GAA spleen mod	ALDH1A1 block	aGal spleen mod	GoLoco inh red	JMJD2E inh	GAA inh	SMN2 splice enh
C=CCNC(=O)c1ccc(OC)cc1OC	-1%	0%	-2%	3%	6%	-3%	0%	10%
Cc1c(N=C(N)/N=C(\N)Nc2ccc(Br)cc2)c(=O)n(-c2ccccc2)n1C	15%	-9%	-4%	-6%	2%	-3%	-4%	-10%
O=C1CCN(C(=O)c2ccc(Cl)cc2)N1	7%	9%	11%	2%	-170%	3%	1%	-5%
Cc1cc(C)nc(NS(=O)(=O)c2ccc(NC(=O)C3(c4ccccc4)CCCC3)cc2)n1	8%	-5%	21%	-6%	·	-10%	1%	·
CN(C)C(CNC(=O)c1cc(S(=O)(=O)N(C)c2ccccc2)ccc1Cl)c1ccccc1 (stereo unspecified)	0%	-7%	·	-13%	-5%	-16%	·	·
C/C(=N\OC(=O)c1ccc(C)cc1)c1c(C)nc2cc(C)ccn12	-13%	-5%	6%	-6%	18%	-27%	3%	-2%
C/C(=N\Nc1cc(C)nc(NCc2ccccc2)n1)c1cccc([N+](=O)[O-])c1	-3%	6%	·	10%	3%	-20%	·	·
Cc1ccccc1CS(=O)(=O)c1cn(CC(=O)N2CCC(C)CC2)c2ccccc12	2%	-10%	2%	-3%	5%	-6%	-6%	-12%
CC1CCCCN1C(=O)Nc1cccc(Cl)c1 (stereo unspecified)	-13%	3%	22µM*	4%	-6%	4%	3%	-7%
COc1ccc(CC2(CO)CCN(Cc3nc(C(C)C)cs3)CC2)cc1	14%	-12%	2%	1%	3%	3%	-4%	·
C/C=C/C(=O)OCC(=O)Nc1c(Cl)cccc1Cl	3%	-7%	11%	-6%	-1%	10%	-1%	16%
CCOc1ccc(C2NC(=O)c3ccccc3O2)cc1 (stereo unspecified)	0%	0%	22µM*	1%	7%	?	?	0%
Cc1ccccc1NC(=O)COC(=O)Cc1ccsc1	-3%	-4%	-3%	5%	7%	3%	8%	0%
CCC1=C2CC[C@H]3C(=O)N(C)C(=O)[C@H]3[C@H]2[C@@]2(C)C(=O)N(CC(=O)OC)C(=O)N2C1=O	·	-22%	-5%	4%	4%	-7%	·	-1%
COc1ccc2sc(N(CCCN(C)C)C(=O)c3nc4ccccc4s3)nc2c1	10%	·	?	-4%	2%	5%	0%	10%

Next section; it opens with the 3 that closed the last part.
SMILES	GAA glycogen	GAA spleen mod	ALDH1A1 block	aGal spleen mod	GoLoco inh red	JMJD2E inh	GAA inh	SMN2 splice enh
Cc1ccccc1NC(=O)COC(=O)Cc1ccsc1	-3%	-4%	-3%	5%	7%	3%	8%	0%
CCC1=C2CC[C@H]3C(=O)N(C)C(=O)[C@H]3[C@H]2[C@@]2(C)C(=O)N(CC(=O)OC)C(=O)N2C1=O	·	-22%	-5%	4%	4%	-7%	·	-1%
COc1ccc2sc(N(CCCN(C)C)C(=O)c3nc4ccccc4s3)nc2c1	10%	·	?	-4%	2%	5%	0%	10%
CC(C)(C)c1ccccc1NC(=O)Cn1cnc2cc([N+](=O)[O-])ccc2c1=O	4%	6%	-11%	-16%	18%	-5%	6%	-16%
CC(=O)NC1=NN(C(C)=O)C(C)(CS(=O)(=O)c2ccc(Cl)cc2)S1 (stereo unspecified)	-4%	-5%	2%	-2%	12%	0%	3%	13%
C=C(C)c1cccc(C(C)(C)NC(=O)N2CCN(c3ccccn3)CC2)c1	-3%	-5%	?	-5%	2%	?	-5%	-21%
COc1ccc(C(=O)NCC(=O)N2CCCC(C)C2)cc1OC (stereo unspecified)	-2%	5%	7%	-3%	2%	3%	6%	-8%
COc1ccc(C2=C(N)c3ccccc3C2=O)cc1	-7%	-2%	-6%	1%	25%	6%	4%	?
O=C(CCc1ccccc1)Nc1ccccc1C(=O)NCc1ccco1	3%	4%	0%	2%	4%	2%	3%	14%
CCNC(=O)CSc1nc2ccccc2c(=O)n1CCCOC(C)C	1%	-13%	-12%	8%	0%	8%	-3%	5%
C/C(=N/Nc1ccc([N+](=O)[O-])cc1)c1ccc(C)cc1C	?	-7%	-5%	-4%	13%	-9%	-3%	2%
COc1ccc(CCNC(=S)NCc2cccs2)cc1OC	11%	2%	-3%	-3%	13%	1%	5%	-7%
Cc1ccc(S(=O)(=O)N2CCN(C(=O)Cc3ccc4c(c3)OCCO4)CC2)cc1C	7%	1%	?	-5%	5%	-4%	?	-9%
C/C(=N/NC(=O)CN1CCN(S(=O)(=O)c2ccc(C)cc2)CC1)c1ccco1	-25%	-19%	-2%	-2%	6%	1%	?	·
O=c1cc2c(n[nH]1)CCCC2	?	-6%	-6%	-2%	1%	-2%	-10%	0%
CC1=C(C(=O)OCc2ccc3c(c2)OCO3)C(c2cccc([N+](=O)[O-])c2)NC(=O)N1 (stereo unspecified)	4%	1%	10%	-5%	3%	-2%	7%	-15%
Cc1cc(F)ccc1S(=O)(=O)Nc1ccccc1C(=O)Nc1ccc2[nH]c(=O)[nH]c2c1	5%	-6%	-5%	-4%	-6%	?	2%	-3%
Cc1cccc2sc(NC(=O)CN3C(=O)C4CC=CCC4C3=O)nc12 (stereo unspecified)	4%	-1%	?	-3%	-3%	3%	?	13%
CCc1nnc(NS(=O)(=O)c2ccc(NC(=S)NC(=O)c3cccnc3)cc2)s1	-9%	6%	?	-4%	13%	-2%	-13%	·
COc1ccc(NC(=O)CSc2nnc(-c3ccco3)n2C)cc1	-1%	-3%	-10%	4%	4%	-1%	-6%	-4%
O=C(Nc1cccc(S(=O)(=O)c2cccc(NC(=O)c3ccco3)c2)c1)c1ccco1	-1%	1%	·	7%	4%	-8%	·	·
OC1(c2ccccc2)Cc2cccc[n+]2C1c1ccccc1 (stereo unspecified)	10%	-5%	·	0%	9%	-5%	·	·
CCCC(=O)Nn1cnc2c(c1=O)C1(CCCC1)Cc1ccccc1-2	-13%	-8%	-2%	-4%	15%	-2%	?	4%
CCc1ccc(-n2c(O)c(C=NCCN(CC)CC)c(=O)[nH]c2=O)cc1	12%	-5%	-2%	-1%	46%[activator]	3%	-17%	10%
COC(=O)C1CCN(CC(N)=O)CC1	8%	-7%	-2%	-4%	2%	11%	5%	17%
COC(=O)[C@@H]1C[C@@]2(O)[C@H](O)[C@H](O)[C@H](O)C[C@H]2N1Cc1ccc(C(C)(C)C)cc1	5%	0%&0%	2%	6%&-3%	6%&6%	-1%&-3%	·	-6%
COc1ccc2c(c1)C1(Nc3ccccc3-c3nc4ccccc4n31)C(=O)N2C (stereo unspecified)	-7%	6%	-14%	3%	8%	?	-5%	-7%
CSc1nnc(-c2cnccn2)n1Cc1ccccc1	-1%	1%	?	-3%	-9%	7%	8%	17%
O=C(Nc1ccccc1Cl)c1ccc(Cl)cc1Cl	7%	·	8%	5%	5%	-2%	-3%	11%
CCCCOc1ccc(N(CC(=O)NCC2CCCO2)C(=O)CCC(=O)Nc2cc(C)ccn2)cc1 (stereo unspecified)	-15%	-5%	-1%	5%	4%	1%	1%	-10%
CC(C)CCNC(=O)C1CCN(c2nnc(-n3cccc3)s2)CC1	1%	-6%	9%	-6%	7%	0%	-4%	-9%
O=C(CSCc1ccc(Br)cc1)N=Nc1c(O)[nH]c2ccccc12	-14%	9%	-9%	1%	0%	12%	6%	-13%
COc1ccccc1-c1nc(C#N)c(N2CCCCCC2)o1	5%	9%	?	12%	-2%	?	?	-8%
O=C(Nc1ccc(Cl)cc1)c1cnc(-c2ccccc2)nc1-c1ccccc1	5%	3%	-2%	1%	2%	2%	1%	-15%
Cc1cnc(SCCc2ccncc2)nc1C	5%	-7%	?	-3%	-12%	-9%	-1%	2%
O=C(CSc1cccc2cccc(Cl)c12)NCc1cccs1	1%	2%	-5%	-10%	6%	-10%	-2%	-8%
CCn1nnc(NC(=O)c2ccc(-c3ccccc3[N+](=O)[O-])o2)n1	10%	-1%	-12%	2%	-20%	5%	5%	?
CCOc1ccc(Nc2nc3ccccc3c(=O)s2)cc1	5%	2%	·	-11%	-4%	6%	·	·
CC(C)CCNC(=O)CCc1nnc(COc2ccccc2)o1	15%	4%	3%	-9%	-1%	-20%	7%	·
COc1ccc(/C=C/C(=O)Nc2ccc(N3CCOCC3)cc2)cc1	6%	2%	-14%	-7%	16%	?	-12%	-29%
CCn1c(C)cc(/C=C2/SC(=O)N(C(C)C(=O)OC)C2=O)c1C (stereo unspecified)	-8%	1%	·	-1%	10%	-5%	·	·
Cc1cc(C(=O)NCc2ccco2)c2ccccc2n1	4%	-1%	12%	3%	23%	-1%	-5%	27%
CCOc1cccc(C(=O)Nc2cccc(-c3nnc(-c4ccc(C)cc4)o3)c2)c1	0%	-5%	-15%	-13%	6%	?	1%	-19%
O=C(Cc1nn[nH]n1)c1ccccc1O	7%	1%	-11%	-3%	-11%	-27%	5%	2%
Cn1ncc([N+](=O)[O-])c1C(=O)N1CCOCC1	4%	-6%	17%	-3%	3%	0%	1%	2%
CC(C)(C)S(=O)(=O)c1cnc(-c2cnccn2)nc1N	3%	-9%	·	?	2%	?	·	·
Cn1cccc1C(=O)N1CCC[C@@]2(CCN(c3ccccc3)C2)C1	·	0%	?	4%	-2%	·	·	-42%[inhibitor]
CN(Cc1nc(-c2ccccn2)no1)S(=O)(=O)c1ccccc1	-8%	-5%	12%	5%	-1%	0%	-9%	22%
COc1ccc(N2CCN(C(=O)C3CCN(S(=O)(=O)c4ccccc4)CC3)CC2)cc1	14%	2%	-5%	0%	6%	-24%	?	·
CCN(CC(=O)NC(C)C)C(=O)c1ccc(S(=O)(=O)N(C)c2ccccc2OC)cc1	-6%	-6%	0%	5%	3%	3%	-15%	7%
Cc1ccnc(N2CCCC(C(=O)Nc3cc(F)ccc3C)C2)n1 (stereo unspecified)	0%	1%	?	8%	-2%	?	2%	-28%
O=C(CCC(=O)N1CCCC1)Nc1nnc(C2CCCCC2)s1	0%	-2%	-13%	2%	0%	3%	-6%	-14%

High-throughput results: PubChem BioAssay, National Center for Advancing Translational Sciences (NCATS)

Only part of the results is shown; the hit share may differ from the screen's.
